# NALP3 yeast inh: NALP3 inhibition in yeast. inhibition, % at 10 µM. AID 2825. Yeast reconstituted NLRP3/ASC/caspase-1, beta-gal luminescence, 24 h. 0.39% of 330,000 active;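 active means inhibition of 50% or more; inactive means inhibition below 50%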;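 further: plate controls were induced DMSO wells for no effect and uninduced yeast grown without galactose for full effect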
# APOBEC3A inh: blocks human APOBEC3A ssDNA deamination; 0.41% of 330,000 active; inhibition, % at 20 µM; recombinant A3A, FAM/TAMRA ssDNA deamination fluorescence; P31941;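 active means at least 40% inhibition at 20 µM here, with at most 30% in a related deaminase screen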;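 further: plate controls were A3A with DMSO for no effect and wells lacking A3A enzyme for full effect; some results filed as inactive read as strong as hits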
# Target sequence (P31941 whole entry, looked up): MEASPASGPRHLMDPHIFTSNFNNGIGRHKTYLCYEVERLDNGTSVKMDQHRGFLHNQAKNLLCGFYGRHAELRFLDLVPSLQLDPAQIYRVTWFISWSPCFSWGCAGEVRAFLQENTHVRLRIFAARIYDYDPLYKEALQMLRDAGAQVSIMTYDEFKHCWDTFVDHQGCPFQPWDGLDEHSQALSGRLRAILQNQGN
# hIAP block: blocks human intestinal alkaline phosphatase; purified IAP, CDP-Star luminescence, 30 min; 0.12% of 330,000 active; inhibition, % at 10 µM;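 active means inhibition reaching a set limit with compound at 10 µM in the primary screen, cut at about 35% in these data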;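 further: plate controls were DMSO wells with enzyme for no effect and no-enzyme buffer wells for full effect; values of inactives mirror those of a sister screen read the other way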
# mIAP block: blocks mouse intestinal alkaline phosphatase. inhibition, % at 10 µM. 0.2% of 330,000 active. AID 2806. purified mouse IAP, CDP-Star luminescence, 30 min;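 active means inhibition of at least 40% at 10 µM in the primary screen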;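 further: plate controls were DMSO with enzyme for no effect and no enzyme wells for full effect; values of inactives mirror those of a sister screen read the other way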
# beta cell repl: MIN6 beta-cell proliferation induction; MIN6 cells proliferation, ATPlite luminescence, 48 h; cells starved in 0.2% serum; 100% = growth in 10% serum; proliferation, % at 10 µM; 0.29% of 330,000 active;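 active means compounds whose signal lies at least 3.5 SD above the mean of all wells on their plate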;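 further: 0% = DMSO-treated cells in low-serum medium and 100% = 10% serum control; some compounds called inactive have numbers as strong as hits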
# tim10-1 inh: inhibits growth of tim10-1 mutant yeast; S. cerevisiae tim10-1 ts strain growth, BacTiter-Glo, 24 h; 2.2% of 330,000 active; inhibition, % at 20 µM;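 active means inhibition of at least 40%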;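 further: mutant grown at 25 °C; 0% = DMSO wells with yeast and 100% = wells holding no yeast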
# TIM10 inh: growth inhibitors of TIM10 yeast strain. S. cerevisiae TIM10 strain growth, BacTiter-Glo luminescence, 24 h. inhibition, % at 10 µM. 1.4% of 330,000 active. AID 463195;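 active means inhibition of 40% or more at the single tested concentration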;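 further: wild-type TIM10 isogenic control strain grown at permissive 25 °C; 0% = DMSO yeast wells and 100% = minimal medium wells without yeast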
# A3G deaminase: inhibitors of human APOBEC3G DNA deaminase | recombinant A3G, ssDNA deamination FAM/TAMRA fluorescence | inhibition, % at 20 µM | 0.28% of 330,000 active | AID 493012;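 active means inhibition of at least 40% at 20 µM, with no more than 30% in the related APOBEC3A deaminase screen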;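 further: plate controls were DMSO wells with A3G for no effect and wells lacking A3G enzyme for full effect; some compounds called inactive have numbers as strong as hits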
# Target sequence (Q9HC16 whole entry, looked up): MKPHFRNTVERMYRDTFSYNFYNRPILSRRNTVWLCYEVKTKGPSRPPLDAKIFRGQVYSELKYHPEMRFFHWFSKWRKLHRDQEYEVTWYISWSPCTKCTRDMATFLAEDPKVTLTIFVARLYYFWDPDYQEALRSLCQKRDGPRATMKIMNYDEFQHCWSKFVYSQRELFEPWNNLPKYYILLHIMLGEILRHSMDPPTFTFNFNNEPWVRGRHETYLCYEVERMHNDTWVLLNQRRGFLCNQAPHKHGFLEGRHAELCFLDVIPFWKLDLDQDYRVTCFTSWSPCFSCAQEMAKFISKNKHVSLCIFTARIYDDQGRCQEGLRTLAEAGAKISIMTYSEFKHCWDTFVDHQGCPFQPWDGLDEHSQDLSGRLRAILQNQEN
# mIAP activ: increases mouse intestinal alkaline phosphatase activity. muIAP, CDP-Star luminescence, 30 min; active compounds read high; 1 = vehicle-only enzyme signal, 0 = enzyme-free wells. activation factor at 10 µM. 0.24% of 330,000 active;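 active means activation factor of at least 2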; further: the source names both 10 and 20 µM as test concentration; values of inactives mirror those of a sister screen read the other way
#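 System: Mouse IAP enzyme | Also added: CDP-Star substrate | Dosing: Compounds dispensed in DMSO | Schedule: 30 min enzyme-substrate-compound incubation at room temperature | Technique: Chemiluminescence readout | Control set: DMSO-only wells and no-enzyme negative control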
# Active calls of the source: *; / = no result given.
SMILES,NALP3 yeast inh,APOBEC3A inh,hIAP block,mIAP block,beta cell repl,tim10-1 inh,TIM10 inh,A3G deaminase,mIAP activ
Cc1ccc(NC(=O)CNC(=O)Cn2cnc3sc(C)c(C)c3c2=O)cc1F,12,-4,6,3,-2,0,-1,-4,0.97
CCCCN1C(=O)C(NC(=O)CC(C)C)(C(F)(F)F)C2=C1CC(C)(C)CC2=O (stereo not given),15,4,1,-1,-1,11,-11,0,1
c1ccc2c(c1)c1cccc3ccc4cccc2c4c31,4,-2,7,0,-2,1,19,-11,1
O=C(CN1CCSC1=NCc1ccccc1)c1ccccc1,20,-5,16,-4,1,14,3,-7,1
CC(/C=N/n1cnnc1)=C\c1ccccc1,10,0,-2,-7,-1,27,6,-1,1.1
CCOC(=O)Cc1c(C)nc2c(-c3ccc(Cl)cc3)cnn2c1C,34,-1,-4,3,-5,-1,12,-7,0.97
Cc1cnc([N+](=O)[O-])n1CCOC(=O)NC(=O)c1c(F)cccc1F,-7,-8,4,-3,-3,17,-13,-5,1
COc1ccccc1NC(=O)CSc1nnc2ccc(-c3ccccn3)nn12,9,-3,-7,-7,-1,8,-1,-10,1.1
CCCn1c(C2CCCN2c2nc(-c3cccc(Br)c3)cs2)nc2ccccc21 (stereo not given),11,-1,-5,9,-8,36,30,-8,0.91
CCCN1C(=O)/C(=C/c2ccc(N3CCOCC3)cc2)NC1=S,-8,-3,7,5,-1,-8,0,-11,0.95
CSc1nccc(-c2sc(SC)c(C#N)c2-c2ccccc2)n1,23,-2,-1,2,0,24,20,3,0.98
COc1ccccc1-n1c(SCC(=O)N2CCOCC2)nc2cccnc21,11,-2,-2,-10,3,0,-3,-6,1.1
Cc1cc(OCC(=O)NCCCN2CCOCC2)cc(C)c1Cl,12,2,6,6,2,16,0,-8,0.94
S=C1NCCOCCOCCNC(=S)N2CCOCCOCCN1CCOCCOCC2,11,-4,3,4,-1,1,12,-7,0.96
C[C@@H](C(=O)Nc1ccc2ccccc2c1)[C@@H]1C[C@@]1(C)[C@@H](NC(=O)OCc1ccccc1)c1ccccc1,20,-3,-3,-104,-7,8,12,-15,2*

# Whole records from above.
# CC(/C=N/n1cnnc1)=C\c1ccccc1 across the screens: NALP3 yeast inh = 10; APOBEC3A inh = 0; hIAP block = -2; mIAP block = -7; beta cell repl = -1; tim10-1 inh = 27; TIM10 inh = 6; A3G deaminase = -1; mIAP activ = 1.1
# CCCN1C(=O)/C(=C/c2ccc(N3CCOCC3)cc2)NC1=S across the screens: NALP3 yeast inh = -8; APOBEC3A inh = -3; hIAP block = 7; mIAP block = 5; beta cell repl = -1; tim10-1 inh = -8; TIM10 inh = 0; A3G deaminase = -11; mIAP activ = 0.95

# (listing goes on)
SMILES,NALP3 yeast inh,APOBEC3A inh,hIAP block,mIAP block,beta cell repl,tim10-1 inh,TIM10 inh,A3G deaminase,mIAP activ
COC(=O)c1ccc(NC(=S)Nc2ccc(O)cc2)cc1,4,-3,-3,12,-3,3,1,-6,0.88
COc1ccc(OCC(=O)Nc2ccc3c(c2)nc(CCN2CCN(C)CC2)n3C)cc1,0,3,-7,-5,3,-15,6,5,1.1
O=C(c1cc(S(=O)(=O)N2CCC3(CC2)OCCO3)ccc1F)N1CCCCC1,15,4,1,-6,1,1,3,6,1.1
O=C(C[C@H]1C[C@H](C(=O)N2CCCCC2)[C@@]2(CCc3ccccc3)c3[nH]c4ccc(Cl)cc4c3CCN2C1=O)NCc1ccco1,/,0,/,-30,/,24,1,1,1.3
Cc1cccc(C(=O)N[C@@H](C)C(=O)N2CCN(c3ncccn3)CC2)c1,14,-3,10,6,-4,-2,-7,-7,0.94
Cc1ccc(-c2n[nH]c(Cc3ccccc3)n2)cc1,25,-4,6,-6,-1,-31,-11,-7,1.1
CC(=O)Nc1c(O)nc(SC/C=C/CSc2nc(O)c(NC(C)=O)c(=O)[nH]2)[nH]c1=O,-3,0,-4,-3,0,4,-14,-3,1
COc1ccccc1C(=O)Oc1cc(C)[nH]c(=O)c1[N+](=O)[O-],2,0,15,-1,3,13,5,-6,1
O=S(=O)(c1ccc2ccccc2c1)N1C=CC(C(F)(F)F)=NCC1,27,0,-9,2,0,21,13,-2,0.98
O=C1/C(=C/c2ccc(F)cc2)SC(=S)N1NS(=O)(=O)c1ccccc1,6,-1,8,-4,1,15,31,-1,1
COc1ccccc1CCNC(=O)CNC(=O)Cc1cccc2ccccc12,-1,1,-19,-9,0,7,7,-2,1.1
CN(C)c1ccc(/C=N/NC(=O)c2ccccc2Cl)cc1,7,-3,-12,3,0,13,10,-3,0.97
COc1ccc(N(CC(=O)Nc2ccc3c(c2)OCCO3)S(C)(=O)=O)c(OC)c1,21,0,-1,-11,1,16,12,0,1.1
C#CCOCCOCCOCCNc1nc(N2CCN(C(=O)CCCCCCCCCCNC(=O)[C@H](CCCCN)n3cc(CCO)nn3)CC2)nc(N2CCN(C(=O)CCCCCCCCCCNC(=O)[C@H](CCCCN)n3cc(CCO)nn3)CC2)n1,4,-6,6,-30,-5,27,-2,7,1.3
CCCn1c(Sc2nc3c(c(=O)[nH]c(=O)n3C)n2CCC)nc2c1c(=O)[nH]c(=O)n2C,-8,-1,-4,7,-4,6,-8,-2,0.93
O=C1CC2(CCCCCC2)Oc2ccccc21,-25,3,-3,-4,-1,0,-12,7,1
O=C(O)CC1(CC(=O)NCc2ccc(F)cc2)CCCCC1,1,-2,9,9,-4,-5,2,-5,0.91
Cc1cc2cc(CNC(=S)NC3CCCCC3)ccc2[nH]1,1,-2,7,-3,-1,12,19,-10,1
CC(CN1CCCCC1)OC(=O)/C=C/c1ccccc1 (stereo not given),10,-7,-16,0,-3,-4,8,-2,1
O=C(NCc1ccco1)c1ccc(-c2csnn2)cc1,13,7,-14,7,-1,8,21,-2,0.93
CCOC(=O)C1CCCN(/C=C2\SC(=S)N(CC)C2=O)C1 (stereo not given),26,-4,5,14,-2,14,9,-5,0.86
CCc1ccc(NC(=O)CCS(=O)(=O)c2ccc3c(c2)CCN3C(C)=O)cc1,-2,-4,-11,15,-4,1,2,-8,0.85
O=C(NCCc1ccccc1)c1ccccc1NS(=O)(=O)N1CCCC1,8,1,5,-4,0,8,18,1,1
C#Cc1ccc([C@H]2C=C(C(=O)O)O[C@@H](OCc3ccc(CO)cc3)C2)cc1,-5,9,-8,1,-2,-6,-5,2,0.99
CC(C)(C)OC(=O)NOCC(=O)N(CC(=O)c1ccccc1)Cc1ccccc1,-5,-3,-10,-2,3,19,5,-8,1
CC(C)CCc1noc(CN(C)CC2CCN(Cc3ccccc3)CC2)n1,26,1,6,8,-3,-24,-2,-13,0.92
Cc1cc(C)c2c(c1)/C(=N/NC(=O)c1ccc(O)cc1)CCC2,19,2,2,0,-1,16,16,-4,1
CCOC(=O)c1cc(CC)sc1N,-12,-5,-8,-1,2,-14,-5,-10,1
Cc1cc(/C=N/n2cnnc2)c(C)n1-c1ccccc1,8,-2,-25,1,-1,-27,-2,-11,0.99
c1ccc(CSc2ccc(-c3ccccn3)nn2)cc1,36,2,-8,1,-6,19,22,-9,0.99
CC(=O)NC1(c2cccc(F)c2)CCN(CC(=O)NC(C)C)CC1,14,-1,6,3,0,7,2,-1,0.97
Cn1nccc1C(=O)Nc1sc2c(c1C#N)CCCC2,20,-3,-23,15,0,21,10,-5,0.85
Cc1ccc2c(c1)NC(=O)C(CC(=O)N(C)Cc1ccccc1)O2 (stereo not given),-10,-5,5,1,1,18,3,-5,0.99
c1ccc(OCCN2C3=NCCN3c3ccccc32)cc1,16,4,-15,-5,1,-2,-5,4,1.1
CC1CCN(CCCCOc2cccc(C(C)C)c2)CC1,28,-3,11,4,2,-17,-27,-5,0.96
CC(C)Cc1cc(C(=O)N2CCCC(CCC(=O)N(C)CCc3ccccn3)C2)no1 (stereo not given),-4,-4,-13,0,1,1,13,-10,1
COc1ccc(C(=O)Cc2nnc(C)s2)cc1,5,-1,-1,-1,-5,18,-2,-5,1
O=C(Nc1ccccc1)NC1CCN(Cc2c(F)cccc2Cl)CC1,11,6,17,-39,-4,7,-16,0,1.4
O=C(CN1CCN(Cc2ccc(Cl)cc2)CC1)N/N=C/C=C/c1ccccc1[N+](=O)[O-],1,-2,2,14,2,12,28,-7,0.86
CC1(C)NS(=O)(=O)Oc2ccccc21,9,1,3,1,-2,-4,0,-3,0.99
Cc1ccc(S(=O)(=O)N2CCN(C(=O)c3ccc(OCc4c(C)noc4C)cc3)CC2)cc1,19,-7,-4,-6,-1,14,9,-6,1.1
O=C(Nc1ccc2ccccc2c1)c1ccccc1F,34,-4,15,-1,-3,-12,6,-4,1
COC(=O)c1c(Sc2ccccc2)c2ccccc2n1C,-5,58*,4,-10,-1,13,-3,11,1.1
CCn1c(SCC(=O)Nc2c(C)n(C)n(-c3ccccc3)c2=O)nc2c1c(=O)n(C)c(=O)n2C,12,3,3,2,-3,-5,-6,1,0.98
Cc1ccc(C(=O)NCCNC(=O)c2ccc(C)nc2)cc1,12,-5,23,3,3,-9,-1,-15,0.97
CCc1ccc(C(C(=O)NCc2ccc(OC)cc2)N(CCOC)C(=O)Cc2cccs2)cc1 (stereo not given),9,-2,5,-25,-4,6,22,-9,1.3
O=C(CCN1C(=O)c2ccccc2C1=O)Nc1cccc(S(=O)(=O)NC2=NCCC2)c1,1,1,1,8,-1,14,-9,-2,0.92
CC(C)(C)C(=O)N1CCn2c1nc1ccccc12,18,-3,-5,-3,-1,-14,-31,-5,1
COc1ccc(OCC(=O)O/N=C(\N)Cc2ccc(Cl)cc2Cl)cc1,31,1,15,5,-1,64*,50*,-4,0.95
Cc1cc(C)c(C)c(S(=O)(=O)N2CCN(C(=O)CNC(=O)c3ccco3)CC2)c1C,16,3,1,7,3,-3,8,1,0.93
CC(=O)c1sc(NC(=O)c2ccc(COc3ccccc3Cl)o2)nc1C,0,2,9,2,-1,-5,-14,0,0.97
Cn1cc(Cl)c(C(=O)OCC(=O)Nc2nc(-c3ccc(Br)cc3)cs2)n1,17,0,2,-5,-5,28,13,-1,1
COc1ccccc1C(=O)NC(=O)COC(=O)Cc1ccccc1[N+](=O)[O-],15,-1,-7,-2,1,15,7,-3,1
COc1cc(/C=C/C(=O)OCC(=O)NC2CCS(=O)(=O)C2)ccc1O (stereo not given),6,1,-7,-4,0,4,8,-1,1
COc1ccc(Cl)cc1NC(=O)CN(C)C(=O)c1cccc2cccnc12,2,1,21,1,-1,9,1,-4,0.99
c1ccc2c(c1)OCC(c1csc3ncnc(N4CCCC4)c13)O2 (stereo not given),-38,-7,-3,-10,-4,11,1,-5,1.1
CCOc1ccc(CC(=O)NNC(=O)/C=C/C(=O)O)cc1,6,4,-9,6,-4,-8,-4,-1,0.94
O=c1[nH]c(=O)n(C2CCCO2)cc1F (stereo not given),-7,5,-8,-4,-2,-5,9,-2,1
COc1ccc(NC(=O)N2CCCC2C(=O)Nc2ccc(C)c(Cl)c2)cc1 (stereo not given),-1,-4,-9,-16,-3,2,-24,-2,1.2
Cc1cc(NC(=O)Nc2cccc(C(F)(F)F)c2)n(C)n1,7,-3,-12,-6,-2,12,7,-4,1.1
COCCNC(=O)C(c1ccc(OC)cc1)N(Cc1ccco1)C(=O)CCC(=O)Nc1ccccn1 (stereo not given),20,-6,3,-2,0,11,3,-10,1
CCOC(=O)CN1CCC(c2ccccc2)CC1,1,-2,-9,2,1,7,-1,-6,0.98
C=CCn1c(SCC(=O)Nc2ccc(F)cc2F)nnc1-c1cnccn1,9,-4,0,3,0,29,2,-5,0.97
